sdo1 growth: compounds rescuing growth of sdo1-depleted yeast, bone marrow failure model. S. cerevisiae sdo1-depleted JHY4D growth rescue, OD600 30 h; stronger effect = higher value; pdr5 snq2 efflux-pump mutant strain. z-score at 10 µM. 140,000 compounds, 0.21% hits. AID 817;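 active = z-score above 3 at both the 24 hr and the 30 hr optical density reads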;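 also: z-score against mean and SD of all compound wells on the same plate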
INS promoter inh: TRM-6 insulin promoter activity inhibition; TRM-6 cells (human fetal islet line), insulin promoter-eGFP reporter, imaging; reporter expression induced with tamoxifen; AID 1273; 130,000 compounds, 0.9% hits; inhibition, % at 2 µM;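 active = inhibition above the mean plus 3 SD, with well images judged a real hit on visual review, cut at about 60% in these data, passing the limit was not always enough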
sdo1 growth Rescue 24 h: second read-out of sdo1 growth, no call of its own (marks repeat the call); z-score; S. cerevisiae sdo1-depleted JHY4D growth rescue, OD600; measured here: growth rescue at 24 h;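 0 is the plate mean of compound wells and units are plate SD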
* = called active by the depositor; i = inactive; / = not tested or not shown; & = joins results of further samples; [ ] = dose if it differs, or a comment.

Values run as follows: sdo1 growth, sdo1 growth Rescue 24 h, INS promoter inh
> C=CCC(C)(NCc1ccccc1)c1ccco1 (stereo not given)
    0.94, 1.2, -42
> Cc1ccc(CNC(=O)c2cc3c(-c4ccc(Cl)cc4)nn(C)c3s2)o1
    -1.2, -0.88, /
> C/C(Cn1nnc([N+](=O)[O-])n1)=N\NC(=O)c1ccccc1Cl
    0.09, -0.56, /
> CC1(C(=O)N/N=C/c2ccccc2)CC1(Br)Br (stereo not given)
    /, /, 22
> CCCC(=O)c1c[nH]c(C(=O)NCCc2ccccn2)c1
    1.5, 0.56, -39
> CCOC(=O)c1c(N)sc2c(OC)c(Br)ccc12
    -2.2, -1.8, 29
> O=C1NC(=O)/C(=C\c2ccccc2OCc2cccc([N+](=O)[O-])c2)N1
    0.77, 0.85, -15
> CC1(C)CC(NC(=O)CC(c2ccccc2)c2ccccc2)CC(C)(C)N1
    -0.07, -0.8, 36
> CCOc1ccc(C(=O)CCN2CCCCCC2)cc1
    0.45, -0.15, /
> CCOC(=O)C1=C(CNCc2ccc(C)cc2)NC(=O)NC1c1cc(C)ccc1C (stereo not given)
    -0.79, -0.43, 13
> CC(C)(C)c1ccc(C(=O)c2c[nH]c(C(=O)NCc3cccs3)c2)cc1
    -0.02, -0.56, 4
> CCC(C)NC(=O)CSc1nc2c(sc(=S)n2Cc2ccco2)c(=O)n1-c1ccccc1 (stereo not given)
    -1.4, -0.81, -33
> O=C(NNC(=O)c1cc2c(s1)CCCC2)c1ccccc1
    0.68, 0.72, 11
> Cc1ccc(C)c(N2CCN(CCCNC(=O)Cn3cccc3C(=O)c3ccccc3C)CC2)c1
    /, /, -93
> COc1ccccc1-c1ccc(=O)n(CC(=O)NC(C)(C)C)n1
    0.95, 0.63, /
> Cc1nn(C)c(C)c1S(=O)(=O)N(CC(=O)NCCCOC(C)C)c1ccc(C(C)C)cc1
    -0.24, -0.65, -7
> CCOC(=O)C(NS(=O)(=O)c1ccccc1)(C(F)(F)F)P(=O)(OCC(C)C)OCC(C)C (stereo not given)
    0.34, 0.58, -37
> COC(=O)c1cc(NC(=O)CC2NC3CCCCC3NC2=O)cc(C(=O)OC)c1 (stereo not given)
    0.65, -0.31, -59
> O=C(NCc1ccco1)Nc1ccc2snnc2c1
    -0.21, -0.01, -36
> Cc1ccc(/S(C)=N/S(=O)(=O)c2ccc(C)cc2)cc1 (stereo not given)
    1.1, 0.77, 42
> COC(=O)C1=C(C)N(CCc2ccc(OC)cc2)C(=O)C1
    0.03, -0.22, 43
> CC(=O)c1c(C)[nH]c(C(=O)N2CCCCCC2)c1C
    -0.48, -1.1, 38
> O=C(c1ccc2c(c1)OCCCO2)c1cccs1
    0.35, 0.36, 3
> CC(C)C(C)(C#N)NC(=O)CSc1nc(C2CCCCC2)n(-c2ccccc2)n1 (stereo not given)
    -1.2, -1.5, 21
> CC(/C=C/c1ccco1)=N\NC(=O)C(O)c1ccccc1 (stereo not given)
    -0.84, -1.5, 6
> CC(C)CCNC(=O)c1cnn2c(C(F)(F)F)cc(-c3ccco3)nc12
    -0.64&-1.2, -0.16&-0.33, /
> Cc1c(C(=O)c2ccc(Cl)cc2Cl)cnc2cc3c(cc12)OCO3
    -1.3, -1.3, 22
> C=CCNC(=S)NCc1ccccc1OC
    /, /, -58
> CCOc1cc(S(=O)(=O)n2ccnc2)ccc1Cl
    /, /, 12
> Cc1ccc2c(c1)C(c1ccccc1)N(C(=O)c1ccc(Br)o1)CC(=O)N2 (stereo not given)
    -1.7, -1.6, /

More structures follow.
Values run as follows: sdo1 growth, sdo1 growth Rescue 24 h, INS promoter inh
> CSc1nc2ccc(NC(=O)c3ccc(=O)n(C)n3)cc2s1
    /, /, -6
> O=C1c2ccccc2C(=O)N1CCc1nc(-c2cccnc2)no1
    0.34, -0.2, 48
> CCOc1ccc(C(=O)Cc2ccc3oc(C(=O)O)cc3c2)c(O)c1
    -0.75, -1.2, -10
> CCc1cc(C)cc(OCCNC(=O)c2cncc(Br)c2)c1
    0.42, 0.61, -24
> O=[N+]([O-])c1cc(S(=O)(=O)N2CCCC2)ccc1O
    -0.13, -0.94, 0
> COc1ccc2c(Cl)c(-c3nnc4n3CCCCC4)sc2c1
    -1.3, -0.91, 29
> CCCCc1ccc(NC(=S)NN2CCOCC2)cc1
    0.69, 1.1, /
> O=C(NCCN1CCN(C(=O)c2cc3ccccc3oc2=O)CC1)c1cc2ccccc2oc1=O
    -0.11, -0.8, 35
> CCOC(=O)c1oc2ccc(S(=O)(=O)N3CCOCC3)cc2c1C
    0.22, -0.63, /
> O=C(NCc1ccc2c(c1)OCO2)C1CC(=O)N(C2CCCCCC2)C1 (stereo not given)
    1.4, 2.2, /
> COc1cc(C(=O)NCc2cn3ccccc3n2)cc(OC)c1OC
    -0.78, -1.2, 48
> CCCOC(=O)c1c(NC(=O)C2CCCO2)sc(C(=O)OC)c1C (stereo not given)
    -1.9, -1.4, i
> CC(=C/c1ccccc1)/C=N/NC(=O)c1ccc2nc[nH]c2c1
    0.92, 0.02, 30
> O=C1C2C3C=CC(CC3)C2C(=O)N1c1ccccc1[N+](=O)[O-] (stereo not given)
    /, /, 7
> CC1CN(S(=O)(=O)c2cccc(C(=O)OC/C(O)=C(\C#N)c3nc4ccccc4[nH]3)c2)CC(C)O1 (stereo not given)
    0.08, 0.11, 24
> COc1ccc(NC(=O)COC(=O)CNC(=O)C2CCCCC2)cc1
    /, /, -42
> Nc1c(Br)cc2oc(-c3ccccc3)nc2c1Br
    -0.04, 1.1, /
> COc1ccccc1OCc1n[nH]c(=S)n1Cc1ccccc1
    /, /, -14
> CCOC(=O)c1c(C)nc2ccccn12
    1.3, 1.2, /
> Nc1nnc(SCC(=O)NC23CC4CC(CC(C4)C2)C3)s1
    0.57, 0.33, -25
> COc1ccc2[nH]c(=O)c(CN(C(=O)c3ccccn3)c3ccccc3)cc2c1
    1.1, 0.76, -200
> C=CCN1C(=O)/C(=C2/Sc3ccccc3N2C)SC1=Nc1c(C)n[nH]c1C
    -1.2, -1, -34
> O=S(=O)(NCC(c1ccco1)N1CCN(c2ccccc2F)CC1)c1ccc(F)cc1 (stereo not given)
    -0.96, -0.41, -38
> CCn1c(C(c2ccccc2)c2ccccc2)n[nH]c1=S
    -0.93, -0.04, -59
> O=C1CC(c2ccccc2)C(C(=O)O)N1 (stereo not given)
    0.72, 0.89, /
> O=C(Cn1ccc2ccccc2c1=O)NCC1COc2ccccc2O1 (stereo not given)
    0.28, -0.08, 20
> CCOC(=O)C1=C(O)/C(=C/N(C)C)N=C1C
    -0.15, -0.43, -42
> O=C(NCc1ccccc1)N(Cc1cc2cc3c(cc2[nH]c1=O)OCO3)CC1CCCO1 (stereo not given)
    -0.22, -0.6, -7
> CC(=O)c1cc(CN2CCCCC2)cc(OC(C)C)c1
    1.6, 2, -181
> C[C@@H]1NC(=O)[C@H](CCCN=C(N)N)NC(=O)c2cc([N+](=O)[O-])cc(I)c2OCC[C@@H](C(=O)NC(CC(=O)O)C(N)=O)NC1=O (stereo not given in full)
    -0.11, -0.03, 9

Following part
Values run as follows: sdo1 growth, sdo1 growth Rescue 24 h, INS promoter inh
> CCNC(=O)c1sccc1-n1cccc1
    0.37, 0.53, -65
> C=CCSc1ncc(C#N)c(N)n1
    1.1, 1.3, -8
> CCOc1ccc(-c2nc(CCl)cs2)cc1OC
    /, /, 42
> O=C1c2ccccc2-c2c1cccc2C(=O)N1CCCCCC1
    -0.91, -0.11, -8
> CCCOc1cccc(-c2cc(C(=O)NNC(=S)NCC)c3ccccc3n2)c1
    0.6, 0.62, 29
> FC(F)(F)c1cccc(Sc2cc(C(F)(F)F)nc(-c3ccccn3)n2)c1
    0.13, 0.25, 14
> Cc1ccc(-n2nc3c(c2NC(=O)c2ccc4c(c2)OCO4)CS(=O)C3)cc1 (stereo not given)
    -0.23, -0.99, 60
> Cc1cccc(N2C(=O)CC(c3ccc(F)cc3)C3=C2COC3=O)c1 (stereo not given)
    /, /, -27
> CCOC(=O)c1c(N2C(=O)Nc3ccccc3N2O)sc2c1CCCC2
    -0.68, -0.7, 19
> CC(C)c1[nH]nc2c1C(c1cccc(OC(=O)N3CCOCC3)c1)C(C#N)=C(N)O2 (stereo not given)
    -0.54, -0.76, 43
> Cc1ccc(-n2nnnc2C(=Cc2ccc(N(C)C)cc2)c2nnnn2-c2ccc(C)cc2)cc1
    0.2[9.8 µM], 0.12, /
> COc1ccccc1NS(=O)(=O)c1ccc(N/N=C/c2ccccc2OCC(=O)O)c([N+](=O)[O-])c1
    /, /, -6
> CS(=O)(=O)N(CC(=O)N1CCCC1)c1ccc(Cl)c(Cl)c1
    1.3, 1.3, -17
> CCNC(=S)N1CCc2ccccc2C1
    /, /, 39
> COc1ccc(S(=O)(=O)O/N=C2\CCSc3ccc(C)cc32)cc1
    -0.33, -1.6, 32
> CCOC(=O)Cn1c(=O)oc2cc(S(=O)(=O)Nc3cccc(C)c3)ccc21
    0.28, 0.16, /
> CCOc1ccc(N=C(NN)c2ccc3ccccc3n2)cc1
    -0.09, -0.27, -3
> Cc1cccc(OC(C)C(=O)NCc2ccc(S(N)(=O)=O)cc2)c1 (stereo not given)
    -0.41, -0.8, 30
> O=C(c1cc2ccccc2oc1=O)N(Cc1ccco1)Cc1cccs1
    -1.7, -1.1, 31
> CC(C)Cc1nnc(NC(=O)c2ccc([N+](=O)[O-])cc2)s1
    -0.28, 0.03, -27
> CCCCCCCC(=O)NNC(=O)CCC(=O)O
    -0.34, -0.34, 39
> CCOC(=O)c1sc(=S)n(C)c1NC(=O)c1ccccc1
    -0.16, -0.87, -11
> COc1ccccc1NC(=O)N1CCCC1C(=O)Nc1ccc2c(c1)OCO2 (stereo not given)
    -0.04, -0.57, 0
> Nc1cc(=O)[nH]c(SCC(=O)Nc2ncc(C(F)(F)F)cc2Cl)n1
    /, /, -41
> COc1ccccc1C1SCCN1C(=O)c1ccc([N+](=O)[O-])cc1 (stereo not given)
    0.18, 0.4, -8
> O=S(=O)(c1ccc(NC(=S)NCCC(c2ccccc2)c2ccccc2)cc1)N1CCOCC1
    -0.21, -0.24, -5
> CC1CCN(c2nc(-c3ccccc3O)nc3ccccc23)CC1
    -1.3, -1.5, -11
> Cc1cccc(C(=O)NC(=S)Nc2ccccc2C(F)(F)F)c1
    -0.6, -0.38, -72
> C/C(NCc1cccnc1)=C(\C#N)C(=O)NCc1ccccc1
    0.18, -0.2, /
> CCc1ccccc1NC(=O)C(C)n1nc([N+](=O)[O-])c(Br)c1C (stereo not given)
    -0.55, 0.18, /

5 of the compounds above, as a markdown table.
| SMILES | sdo1 growth | sdo1 growth Rescue 24 h | INS promoter inh |
| --- | --- | --- | --- |
| CCOC(=O)c1sc(=S)n(C)c1NC(=O)c1ccccc1 | -0.16 | -0.87 | -11 |
| COc1ccccc1NC(=O)N1CCCC1C(=O)Nc1ccc2c(c1)OCO2 (stereo not given) | -0.04 | -0.57 | 0 |
| Nc1cc(=O)[nH]c(SCC(=O)Nc2ncc(C(F)(F)F)cc2Cl)n1 | / | / | -41 |
| COc1ccccc1C1SCCN1C(=O)c1ccc([N+](=O)[O-])cc1 (stereo not given) | 0.18 | 0.4 | -8 |
| O=S(=O)(c1ccc(NC(=S)NCCC(c2ccccc2)c2ccccc2)cc1)N1CCOCC1 | -0.21 | -0.24 | -5 |

Laid out differently: results already given
mol	sdo1 growth	sdo1 growth Rescue 24 h	INS promoter inh
CS(=O)(=O)N(CC(=O)N1CCCC1)c1ccc(Cl)c(Cl)c1	1.3	1.3	-17
Cc1ccc(-n2nnnc2C(=Cc2ccc(N(C)C)cc2)c2nnnn2-c2ccc(C)cc2)cc1	0.2[9.8 µM]	0.12	/

(cont.)
Values run as follows: sdo1 growth, sdo1 growth Rescue 24 h, INS promoter inh
> CC1=NN(c2ccccc2)C(=O)C1N=Nc1ccccc1 (stereo not given)
    0.05, 0.6, -56
> CCCC1(C(=O)OC)NC(c2cc(OC)c(OC)c(OC)c2)C2C(=O)N(CC)C(=O)C21 (stereo not given)
    0.16, -0.82, /
> c1ccc(-c2nc(-n3nc4ccccc4n3)nc3ccccc23)cc1
    -1.2, -1.1, -145
> CC(C)CC(=O)Nc1ccc(N2CCOCC2)cc1
    0.85, 0.55, /
> CC1=CC=CN2CC(O)CN=C12 (stereo not given)
    0.14, -0.08, /
> Cc1ccc(-c2nc(NC(=O)c3nn(C)cc3[N+](=O)[O-])sc2C)cc1
    -0.87, -0.19, -196
> COc1ccc(-c2cc(C(=O)OCC(=O)N3CCCC3)c3ccccc3n2)cc1
    -1.4, -0.36, 10
> Cc1nc([N+](=O)[O-])c(Sc2nc3ccccc3[nH]2)n1Cc1ccccc1
    1.2, 1.2, 19
> O=C1C2C3C=CC(C3)C2C(=O)N1CN(Cc1ccccc1)CN1C(=O)C2C3C=CC(C3)C2C1=O (stereo not given)
    -0.3, -0.57, -136
> Cc1ccc(NC(=O)CCCN2C(=O)c3cccc4cccc(c34)C2=O)cc1
    -0.28, 1, -13

An excerpt; the hit share may differ from the screen's.
